# High-throughput results (PubChem)
# ASK1 inh: ASK1 kinase inhibitors, primary screen, biochemical, AlphaScreen | Mitogen-activated protein kinase kinase kinase 5 (Homo sapiens), Q99683 | AlphaScreen MKK6 phosphorylation by ASK1, luminescence | inhibition, % at 7.44 µM | actives 0.99% (n = 22,000) | AID 1159602, 2016; in the data active = inhibition above about 35%;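 also: 0% = median of compound wells and 100% = no enzyme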
# Target sequence (Q99683 whole entry, looked up): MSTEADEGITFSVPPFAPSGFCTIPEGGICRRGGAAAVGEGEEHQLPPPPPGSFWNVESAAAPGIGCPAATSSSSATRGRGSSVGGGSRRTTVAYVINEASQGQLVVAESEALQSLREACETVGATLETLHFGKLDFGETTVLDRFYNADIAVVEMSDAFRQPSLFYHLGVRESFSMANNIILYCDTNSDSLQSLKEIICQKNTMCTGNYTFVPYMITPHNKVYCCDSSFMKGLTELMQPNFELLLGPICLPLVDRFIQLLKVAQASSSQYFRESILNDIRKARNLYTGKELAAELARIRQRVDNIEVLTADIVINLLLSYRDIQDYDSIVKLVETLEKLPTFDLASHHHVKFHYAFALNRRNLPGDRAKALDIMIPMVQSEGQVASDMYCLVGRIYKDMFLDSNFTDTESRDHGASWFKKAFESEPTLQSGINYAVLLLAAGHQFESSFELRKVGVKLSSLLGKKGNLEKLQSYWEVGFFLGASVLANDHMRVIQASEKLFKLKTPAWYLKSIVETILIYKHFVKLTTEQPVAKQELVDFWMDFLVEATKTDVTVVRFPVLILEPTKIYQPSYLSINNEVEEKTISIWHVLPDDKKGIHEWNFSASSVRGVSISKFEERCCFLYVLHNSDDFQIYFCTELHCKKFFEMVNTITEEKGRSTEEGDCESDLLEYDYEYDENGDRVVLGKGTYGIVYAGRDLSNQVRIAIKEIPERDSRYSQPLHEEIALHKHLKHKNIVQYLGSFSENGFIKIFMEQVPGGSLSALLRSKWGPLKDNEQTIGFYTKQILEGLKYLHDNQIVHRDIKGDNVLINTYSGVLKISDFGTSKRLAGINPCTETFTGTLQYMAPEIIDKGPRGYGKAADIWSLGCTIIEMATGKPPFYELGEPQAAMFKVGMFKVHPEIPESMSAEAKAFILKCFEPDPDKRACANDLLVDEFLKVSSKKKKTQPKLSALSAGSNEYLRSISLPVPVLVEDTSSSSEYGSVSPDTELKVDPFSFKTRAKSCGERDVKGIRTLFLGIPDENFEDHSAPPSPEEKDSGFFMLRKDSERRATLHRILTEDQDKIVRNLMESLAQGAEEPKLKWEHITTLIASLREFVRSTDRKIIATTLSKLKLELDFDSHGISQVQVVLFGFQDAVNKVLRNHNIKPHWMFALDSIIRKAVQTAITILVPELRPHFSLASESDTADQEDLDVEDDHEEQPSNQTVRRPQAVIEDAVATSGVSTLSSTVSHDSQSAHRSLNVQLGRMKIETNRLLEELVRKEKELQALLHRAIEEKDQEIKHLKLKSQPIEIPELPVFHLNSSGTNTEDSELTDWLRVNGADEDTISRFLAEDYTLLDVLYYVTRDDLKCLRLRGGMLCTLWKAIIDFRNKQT
# ULK1 inh: ULK1 kinase inhibitors, primary screen, biochemical, AlphaScreen; Serine/threonine-protein kinase ULK1 (Homo sapiens), O75385; AlphaScreen Atg13 phosphorylation by ULK1, luminescence; inhibition, % at 5.96 µM; actives 1.9% (n = 30,000); AID 1259251, 2017; in the data active = inhibition above about 43%;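 also: 0% = median of compound wells and 100% = no enzyme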
# The depositor's hits bear a star; · = no result given.
no. | structure | ASK1 inh | ULK1 inh
1 | C[C@]12CC[C@@H]3c4ccc(O)cc4CC[C@H]3[C@@H]1CC[C@@H]2OC(=O)CCC1CCCC1 | · | 3
2 | O=C(NCCc1ccc(O)cc1)c1cccc(Nc2ccccn2)c1 | 3 | 3
3 | O=C(NCCc1ccc(O)cc1)c1ccnc(NCc2cccnc2)c1 | 1 | 7
4 | FC(F)(F)Oc1cccc(-c2nccc(NCC3CCCO3)n2)c1 (stereo unspecified) | -7 | -3
5 | Cc1nc(C)n(-c2ccc(Nc3cc(-n4cc(N(c5cccnc5)c5cccnc5)cn4)ccn3)cc2)n1 | -13 | 10
6 | NC(=O)Cc1cn(-c2ccc(Nc3nccc4ccccc34)nn2)c2ccccc12 | 8 | 2
7 | CCNc1cc(NCCCN2CCCC2=O)ncn1 | -22 | 2
8 | O=C(Nc1ccc2c(c1)OCO2)c1csc(Nc2ccncn2)n1 | 3 | 24
9 | Cc1cc(NCCO)nc(NCCCN2CCCC2=O)n1 | -4 | 7
10 | CCN(CC)c1ccc(C(=C2C=CC(=[N+](CC)CC)C=C2)c2ccccc2)cc1 | · | 34
11 | Cc1c(N)c(=O)n(-c2ccccc2)n1C | · | -1
12 | O=C1CCCN1CCn1cnc2c(NCCOc3ccccc3)nc(-c3cccs3)nc21 | 5 | -10
13 | c1ccc(OCCNc2nc(-c3ccc(N4CCOCC4)nc3)nc3c2ncn3-c2ccsc2)cc1 | 18 | 7
14 | CCCNc1ccnc(Cl)n1 | -15 | -1
15 | CC(C)n1c(N2CCC(N3CCOCC3)CC2)nc2c(NC3CCN(Cc4ccccc4)CC3)ncnc21 | -22 | 1
16 | O=C(NCCOc1ccccc1)c1csc(N2CCN(c3ccccn3)CC2)n1 | 1 | 2
17 | O=C(NCc1cccc(C(F)(F)F)c1)c1ccc2nc(Nc3cnccn3)sc2c1 | 4 | 6
18 | CCN(CC)C(=O)C1CCCN(c2nc(NCCN3CCOCC3)c3ncn(-c4ccsc4)c3n2)C1 (stereo unspecified) | -23 | -10
19 | C[C@]12C=CC(=O)C=C1CC[C@H]1[C@@H]3C[C@@H](O)[C@](O)(C(=O)CO)[C@@]3(C)C[C@H](O)[C@@]12F | · | 1
20 | O=C(Nc1ccc2[nH]ncc2c1)C1CCN(C(=O)[C@H](O)c2ccccc2Cl)CC1 | -17 | 1
21 | CCNc1nccc(-c2ccc3nc(C4COc5ccccc5O4)[nH]c3c2)n1 (stereo unspecified) | 21 | -14
22 | Nc1ccn(C2CC(O)C(CO)O2)c(=O)n1 (stereo unspecified) | · | -12
23 | COc1ccc2c(c1)CC(c1nc3ccc(-c4ccnc(N)n4)cc3o1)CO2 (stereo unspecified) | 22 | -15
24 | CC(C)C(=O)NCc1c(-c2ccc(F)cc2)nc2n1CCS2 | · | -2
25 | CC1(C)Cc2cccc(OCc3ccc(C(=O)NCc4ccccn4)cc3)c2O1 | · | -7
26 | COC(=O)c1cccc(NS(=O)(=O)c2ccc(Cl)c(N)c2)c1 | · | 5
27 | CCN(CC)c1cc(-c2cccnc2)nc(-c2ccncc2)n1 | · | -10
28 | CCCNc1nc(Nc2ccnn2C)nc2c1ncn2CCN1CCCC1=O | 13 | 5
29 | CC(C)N(CCNC(=O)c1cccc(N2CCN(c3ccccn3)CC2)n1)C(C)C | -2 | -11
30 | CNC(=O)c1ccccc1Nc1cc(Nc2ccc(N3CCOCC3)cc2)ncc1C(N)=O | -12 | 85*
31 | COc1cc2nc(NCc3cccnc3)nc(NCCN(C(C)C)C(C)C)c2cc1OC | 4 | -14
32 | CC(=O)Nc1ccc(NC(=O)c2ccc3nc(N4CCCC4CO)sc3c2)cc1 (stereo unspecified) | -4 | 2
33 | Cc1ncn(-c2ccc(Nc3nccc(-c4ccc(N5CCCC(CO)C5)c(C#N)c4)n3)cc2)n1 (stereo unspecified) | 0 | 65*
34 | CC(C)N(CCNc1nc(Nc2ccccc2)nc2c1ncn2-c1ccsc1)C(C)C | -3 | 12
35 | O=C(c1nc2ccc(F)cc2[nH]1)N1CCN(c2ccc3[nH]ncc3c2)CC1 | -20 | -4
36 | Cc1nn(C)c(C)c1-c1cc(NCCN2CCOCC2)nc(N)n1 | 13 | 1
37 | CN(C)c1cccc(Nc2ccc(-n3cc(CC(=O)NCCOc4ccccc4)c4ccccc43)nn2)c1 | 31 | 34
38 | O=C(Nc1ccccc1)c1cncc(-c2ccc(C(=O)NC3CC3)cc2)c1 | 3 | 1
39 | O=C(Nc1ccc2[nH]ncc2c1)[C@H]1CCN(C(=O)[C@H](O)CSc2ccc(Br)cc2)C1 | -15 | 4
40 | COc1nc(N/N=C/c2ccc(O)cc2)nc(N2CCOCC2)n1 | · | -5
41 | O=C(NCc1cccc(C(F)(F)F)c1)c1cncc(Nc2ccccn2)c1 | -9 | -15
42 | CCCNc1nc(-c2cccc(C(C)=O)c2)nc2c1ncn2CCN1CCCC1=O | -4 | -3
43 | O=C(Nc1ccc2[nH]ncc2c1)[C@@H]1C[C@@H](O)CN1C(=O)Nc1ccccc1 | -10 | 5
44 | O=C(NCCOc1ccccc1)c1ccnc(Nc2cnccn2)c1 | -10 | 5
45 | COC(CNc1ncc(-c2ccc(OC(F)(F)F)cc2)cn1)OC | · | -12
46 | O=C(NC1CC1)c1ccc(-c2nc(NCCOc3ccccc3)c3ncn(CCN4CCCC4=O)c3n2)cc1 | 2 | 7
47 | O=C(/C=C/c1cnn(-c2cccc(C(=O)Nc3cccc(CN4CCCCC4)c3)c2)c1)c1ccccc1 | 1 | 19
48 | CC(C)N1CCN(c2ncn(-c3ccc(Nc4ncc5ccc(-c6cnn(C)c6)c(Cl)c5n4)cc3)n2)CC1 | -16 | 91*
49 | Cc1cc(C)n(CCNc2nc3c(F)cc(F)cc3s2)n1 | · | 8
50 | O=C(NCC1CC1)c1n[nH]c2cc(-c3cn[nH]c3)ccc12 | 11 | 11
51 | Nc1ccc2cc3ccc(N)cc3nc2c1 | · | 16
52 | O=C(Cc1cccc(O)c1)Nc1cnn(-c2cccc(C(=O)Nc3ccc(N4CCOCC4)cc3)c2)c1 | 4 | -22
53 | CC(CNC(=O)c1ccc2c(c1)CC(c1nc3ccc(-c4ccnc(N)n4)cc3[nH]1)CO2)c1cccs1 (stereo unspecified) | -27 | -143
54 | CCCNc1nc(NCC)nc2c1ncn2C1CCCCC1 | -6 | -8
55 | c1ccc(CNc2nc(Nc3cnccn3)nc3c2ncn3-c2ccccc2)cc1 | -3 | -4
56 | COc1cc(Nc2cc(C)nc(NCc3ccc4c(c3)OCO4)n2)cc(OC)c1OC | 16 | -20

# Remaining list, next part
no. | structure | ASK1 inh | ULK1 inh
57 | O=C(NC1CC1)c1ccc(-c2nc(NCc3cccc(C(F)(F)F)c3)c3[nH]cnc3n2)cc1 | -7 | 23
58 | COc1ccc(CCNC(=O)Cc2cn(-c3ccc(N4CCOCC4)nn3)c3ccccc23)cc1 | -5 | 11
59 | O=C1NCCC2C1N=C(N1CCCCC1)N2C1OC(CO)C(O)C1O (stereo unspecified) | · | 2
60 | CC(C)n1cnc2c(NCCO)nc(-c3ccc(C(=O)N4CCN(C)CC4)cc3)nc21 | 3 | 9
61 | O=C1CCCN1CCCNc1nc(Nc2ccc(C(F)(F)F)cc2)nc2c1ncn2C1CCCCC1 | 2 | -11
62 | CN1CCN(c2ccc(-c3cc(NCCOc4ccccc4)nc(N)n3)cc2)CC1 | 21 | 1
63 | Cc1cc(NC2CC2)nc(NCCCN2CCCC2=O)n1 | 7 | 5
64 | O=C(Nc1ccccc1)C1CCN(c2ccc(Nc3ccc(N4CCOCC4)cc3)nn2)CC1 | 5 | -35

# Part of the list above in order of SMILES length, smallest number first.
no. | structure | ASK1 inh | ULK1 inh
59 | O=C1NCCC2C1N=C(N1CCCCC1)N2C1OC(CO)C(O)C1O (stereo unspecified) | · | 2
62 | CN1CCN(c2ccc(-c3cc(NCCOc4ccccc4)nc(N)n3)cc2)CC1 | 21 | 1
60 | CC(C)n1cnc2c(NCCO)nc(-c3ccc(C(=O)N4CCN(C)CC4)cc3)nc21 | 3 | 9
61 | O=C1CCCN1CCCNc1nc(Nc2ccc(C(F)(F)F)cc2)nc2c1ncn2C1CCCCC1 | 2 | -11

# Printed as active in ULK1 inh, among the entries above:
no. | structure | ASK1 inh | ULK1 inh
30 | CNC(=O)c1ccccc1Nc1cc(Nc2ccc(N3CCOCC3)cc2)ncc1C(N)=O | -12 | 85*
33 | Cc1ncn(-c2ccc(Nc3nccc(-c4ccc(N5CCCC(CO)C5)c(C#N)c4)n3)cc2)n1 (stereo unspecified) | 0 | 65*
48 | CC(C)N1CCN(c2ncn(-c3ccc(Nc4ncc5ccc(-c6cnn(C)c6)c(Cl)c5n4)cc3)n2)CC1 | -16 | 91*

# Next part:
no. | structure | ASK1 inh | ULK1 inh
65 | Cc1cc(NCCN(C(C)C)C(C)C)nc(Nc2ccc3ncccc3c2)n1 | -4 | 0
66 | CC(C)n1c(N2CCN(Cc3ccc4c(c3)OCO4)CC2)nc2c(NCCCN3CCCC3=O)ncnc21 | -15 | 6
67 | N#Cc1cc(-c2ccnc(Nc3ccc(-n4cnc(C(F)(F)F)n4)cc3)n2)cc(N2CCNCC2)c1 | 18 | -4
68 | c1ccc(CN2CCC(Nc3nc(Nc4cccnc4)nc4c3ncn4C3CCCCC3)CC2)cc1 | -2 | -2
69 | O=C(Nc1ccccc1)c1cc(NC2CCC(O)CC2)nc2ccccc12 (stereo unspecified) | 1 | 1
70 | O=C(NCc1ccccc1)c1cncc(Nc2ccccn2)c1 | -16 | -1
71 | COc1ccc(-c2nc(C(=O)NCc3nc4ccccc4[nH]3)cs2)cn1 | -15 | -4
72 | O=C(NCCc1ccc(O)cc1)c1cnc(NCc2cccnc2)s1 | -1 | 2
73 | CN1CCN(c2ccc(-c3nc(NC4CC4)c4ncn(C5CCCCC5)c4n3)cc2)CC1 | 15 | 9
74 | CCCSc1nc2c(c(=O)n(C)c(=O)n2C)n1Cc1ccccc1 | · | 5
75 | OC(CCl)CN1CC[N+]2(CC1)CC[N+]1(CCN(CC(O)CCl)CC1)CC2 (stereo unspecified) | · | -2
76 | O=C(NCc1cccnc1)c1csc(N2CCN(c3ccccn3)CC2)n1 | -9 | 5
77 | O=C(NNc1ccccc1)C(=O)n1ccc2ccccc21 | · | -13
78 | O=S(=O)(NCc1cccnc1)c1ccc(Br)c2ccccc12 | · | -5
79 | CC(=O)Nc1ccc(-c2ccnc(Nc3ccc(S(N)(=O)=O)cc3)n2)cc1 | -19 | 17
80 | CN(C)CCOc1ccc(/C(=C(/CCCl)c2ccccc2)c2ccccc2)cc1 | · | 3

# Some of these compounds in order of the ULK1 inh value, descending:
no. | structure | ASK1 inh | ULK1 inh
73 | CN1CCN(c2ccc(-c3nc(NC4CC4)c4ncn(C5CCCCC5)c4n3)cc2)CC1 | 15 | 9
80 | CN(C)CCOc1ccc(/C(=C(/CCCl)c2ccccc2)c2ccccc2)cc1 | · | 3
77 | O=C(NNc1ccccc1)C(=O)n1ccc2ccccc21 | · | -13

# The listing continues.
no. | structure | ASK1 inh | ULK1 inh
81 | Cc1nc(NC2CCCCC2)cc(-c2ccc(F)cc2)n1 | · | -11
82 | Cc1noc(C)c1-c1nc2c(NCCc3ccc(O)cc3)ncnc2n1C(C)C | 9 | 0
83 | c1cc(-c2cncc(N3CCOCC3)c2)nc(Nc2ccc(-c3ncn[nH]3)cc2)n1 | 9 | -5
84 | Cc1nc(C)n(-c2ccc(Nc3nccc(-c4cc(F)cc(N5CCOCC5)c4)n3)cc2F)n1 | -8 | -18
85 | CN(C)S(=O)(=O)c1ccc2c(c1)CC(c1nc3ccc(-c4ccncc4)cc3[nH]1)CO2 (stereo unspecified) | 9 | 6
86 | Cc1cc(N)nc(Nc2cnccn2)n1 | 8 | 8
87 | c1ccc(-c2cc(NCc3ccncc3)nc(-c3ccccn3)n2)cc1 | · | -11
88 | CN(C)c1cccc(Nc2cc(C(=O)NCc3cccc(C(F)(F)F)c3)ccn2)c1 | 17 | 0
89 | NCCS | · | -12
90 | CCN(CC)C(=O)C1CCN(Cc2cccc(OC)c2OC)CC1 | · | -4
91 | COc1ccc(CCNc2nc(-c3cccc(C(C)=O)c3)ncc2C)cc1 | -5 | -5
92 | CC(C)c1ccc(-n2cc(-c3ccc(C(=O)N4CCCC4)cn3)cn2)cc1 | · | -4
93 | O=C1CCCN1CCCNc1nc(-c2cccs2)nc2c1ncn2CCN1CCCC1=O | 0 | -5
94 | FC(F)(F)c1cnc(Oc2ccc(N3CCNCC3)cc2)cc1Nc1ccccc1-c1ncn[nH]1 | -14 | 5
95 | COc1cc(Nc2nc(NCCOc3ccccc3)c3ncn(-c4ccsc4)c3n2)cc(OC)c1OC | 6 | 12
96 | CC(=O)Nc1ccc(Nc2nc(Nc3ccc(N4CCOCC4)cc3)nc3c2ncn3C2CCCCC2)cc1 | 8 | 48*
97 | O=C(O)CCc1nc(-c2cccnc2)no1 | · | -1
98 | CC(C)N(CCNc1nc(-c2ccc(N3CCOCC3)nc2)nc2c1ncn2CCN1CCCC1=O)C(C)C | -1 | 2
99 | COc1cc(N)c(Cl)cc1C(=O)NC1CCNCC1OC (stereo unspecified) | · | 9
100 | Cc1ncn(-c2ccc(Nc3nccc(/C=C/c4ccccc4)n3)cc2)n1 | 1 | -5
101 | COc1cc(C)c(Cc2cnc(N)nc2N)cc1OC | · | -3
102 | Nc1no[n+]([O-])c1C(=O)N1CCCCC1 | · | -12
103 | O=C(Nc1csc(-c2ccncc2)c1)C1COc2ccccc2O1 (stereo unspecified) | -21 | -11
104 | CCCNC(=O)c1ccc2nc(-c3ccc(OC)nc3)sc2c1 | 4 | -11
105 | O=C(NCCCN1CCCC1=O)c1ccc2nc(Br)sc2c1 | -11 | 2
106 | CN(C)CCN(C)c1nc([C@H](N)Cc2cccc(F)c2)nc2ccc(-c3cn[nH]c3)cc12 | 4 | 12
107 | c1cncc(CNc2nc(N3CCOCC3)nc3c2ncn3C2CCCCC2)c1 | -12 | 2
108 | CN(C)C1CCN(c2cc(-c3cn[nH]c3)ccc2NC(=O)C2COc3ccccc3O2)CC1 (stereo unspecified) | -1 | 13
109 | C[C@@H]1CN(CCCn2c3ccccc3c3ccccc32)C[C@H](C)N1 | · | -13
